bIAP inhibitor: bovine intestinal alkaline phosphatase inhibitors, primary screen, selectivity assay for TNAP inhibitor project, biochemical, bovine IAP, CDP-star luminescence | inhibition, % at 20 µM | 190,000 tested, under 10 active | alkaline phosphatase, intestinal [Bos taurus] | purified bovine IAP, 30 min;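 active = over 50% inhibition of intestinal alkaline phosphatase at 20 µM in the single-dose screen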
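test system = bovine IAP enzyme | medium = DEA buffer 100 mM, pH 9.8, with MgCl2 1.0 mM, ZnCl2 0.02 mM | detection = luminescence | dosing = single compound dose of 20 µM, 2% DMSO final | incubation = 30 min reaction at room temperature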
TNAP act hiacc: TNAP activators at high phosphate acceptor level, primary screen, biochemical, luminescence, uHTS. AID 1136, 2008. 200,000 tested, under 10 active. Alkaline phosphatase, tissue-nonspecific isozyme (Homo sapiens), P05186. purified TNAP, CDP-star luminescence, 1 M DEA, 30 min; active compounds read high; 0 = EDTA background, 1 = DMSO-only activity. activation factor at 20 µM;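 active = activation factor at least 2 at 20 µM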
Target sequence (P05186 whole entry, looked up): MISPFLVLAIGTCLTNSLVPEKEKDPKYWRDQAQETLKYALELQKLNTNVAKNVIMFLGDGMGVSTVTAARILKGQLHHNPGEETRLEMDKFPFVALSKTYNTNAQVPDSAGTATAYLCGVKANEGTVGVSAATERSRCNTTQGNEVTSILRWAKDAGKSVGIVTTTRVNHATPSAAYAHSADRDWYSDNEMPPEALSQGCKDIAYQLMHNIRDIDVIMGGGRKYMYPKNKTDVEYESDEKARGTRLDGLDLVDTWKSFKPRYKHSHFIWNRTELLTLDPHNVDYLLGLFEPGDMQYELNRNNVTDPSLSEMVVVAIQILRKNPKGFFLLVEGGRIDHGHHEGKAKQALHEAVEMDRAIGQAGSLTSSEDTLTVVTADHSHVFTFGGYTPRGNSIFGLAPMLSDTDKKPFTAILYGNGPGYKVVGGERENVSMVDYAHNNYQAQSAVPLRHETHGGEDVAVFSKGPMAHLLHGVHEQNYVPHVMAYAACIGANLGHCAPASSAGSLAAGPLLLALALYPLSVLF
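Measured by: Luminescent substrate turnover signal | Test system: Human TNAP | Input: TNAP 1/800 final | Dosing: 20 µM single point | Schedule: 30 min, room temperature | Controls: EDTA wells as negative control, DMSO wells as positive control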
FLuc stim CS: FLuc activators, initial screening, artefact control for FLuc-dependent activation tests, biochemical, ATPlite luminescence. ATPlite luciferase biochemical, 10 min; 0 = ATP-free wells, 1 = DMSO control. activation factor at 10 µM. 200,000 tested, under 10 active. AID 1027, 2008;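 active = luciferase activation factor, scaled between plate controls, of at least 2 with compound at 10 µM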
Target sequence (P08659 whole entry, looked up): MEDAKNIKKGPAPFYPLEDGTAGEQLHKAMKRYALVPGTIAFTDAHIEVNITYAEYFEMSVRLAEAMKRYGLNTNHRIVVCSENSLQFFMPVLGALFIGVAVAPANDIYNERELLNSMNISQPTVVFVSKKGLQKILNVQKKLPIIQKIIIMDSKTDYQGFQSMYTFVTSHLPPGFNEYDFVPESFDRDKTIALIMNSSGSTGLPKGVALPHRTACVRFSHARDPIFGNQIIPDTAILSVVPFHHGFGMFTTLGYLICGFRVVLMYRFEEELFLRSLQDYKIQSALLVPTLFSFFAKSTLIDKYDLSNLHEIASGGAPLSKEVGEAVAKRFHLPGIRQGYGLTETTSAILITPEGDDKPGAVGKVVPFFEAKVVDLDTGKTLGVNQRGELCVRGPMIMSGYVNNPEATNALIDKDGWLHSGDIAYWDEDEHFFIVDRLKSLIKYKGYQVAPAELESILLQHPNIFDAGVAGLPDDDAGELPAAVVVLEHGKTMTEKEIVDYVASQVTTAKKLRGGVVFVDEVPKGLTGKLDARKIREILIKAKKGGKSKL
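Material: Luciferase/luciferin reagent mix; Doses: test compounds dosed from 2 mM stocks in 100% DMSO; Schedule: 10 min incubation after luciferase reagent addition, room temperature; Measured by: luminescence from luciferase reaction; Read-out: luminescence gain marking luciferase activators.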
FLuc inhib CS: firefly luciferase enzyme inhibitors, primary screen, artefact control for luciferase-based inhibitor screens, biochemical, luminescence, ATPLite; inhibition, % at 10 µM; actives 1.5% (n = 200,000); 10 min;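 active = inhibition above about 50% when tested at 10 µM, limit read from the data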
TNAP inh hi DEA: human TNAP enzyme inhibitors, primary screen, biochemical, luminescent, high phosphate acceptor level, uHTS | actives 0.03% (n = 200,000) | inhibition, % at 20 µM | purified TNAP, CDP-star luminescence, 1 M DEA | AID 1135, 2008;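 active = over 50% inhibition of tissue-nonspecific alkaline phosphatase at 20 µM in the single-dose screen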;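 also: plate controls were DMSO wells for no effect and EDTA-quenched wells as full inhibition for full effect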
bIAP act: bovine intestinal alkaline phosphatase activators, primary screen, biochemical, bovine IAP, CDP-star luminescence. alkaline phosphatase, intestinal [Bos taurus]. purified bovine IAP, 30 min; active compounds read high; fold of DMSO-control signal, blank-subtracted. activation factor at 20 µM. actives 0.17% (n = 200,000). AID 1016, 2008;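 active = activation factor of 2 or more at 20 µM, a signal rise over negative controls twice the positive control's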
TNAP inh noacc: human TNAP enzyme inhibitors, primary screen, biochemical, luminescent, no phosphate acceptor, uHTS; inhibition, % at 20 µM; purified TNAP, CDP-star luminescence, 30 min; actives 0.26% (n = 200,000); AID 1012, 2008;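 active = tissue-nonspecific alkaline phosphatase inhibition above about 50% at 20 µM in the single-dose screen, limit read from the data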;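 also: 0% = DMSO negative control and 100% = EDTA positive control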
Lmaj promast: Leishmania major promastigote growth inhibition, primary screen | Leishmania major promastigotes, resazurin fluorescence viability | inhibition, % at 10 µM | actives 9% (n = 200,000); in the data active = inhibition above about 50%;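 also: promastigotes grown with compound for 44 hours at 28 °C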
APP transl inh: inhibitors of APP translation via 5'UTR reporter, primary screen, APP 5'UTR luciferase, SH-SY5Y cells; SH-SY5Y APP 5'UTR-luciferase reporter, luminescence; inhibition, % at 2 µM; actives 0.82% (n = 190,000); AID 1285, 2008;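 active = inhibition above a set limit, derived from the sample mean plus 3 SD, cut at about 45% in these data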; also: values of inactives mirror those of a sister screen read the other way
RAM inhibit: inhibitors of the yeast RAM network, primary screen, dse1pr::URA3 reporter, 5-FOA selection; inhibition, % at 50 µM; actives 1.8% (n = 190,000); S. cerevisiae dse1pr::URA3 reporter, 5-FOA growth OD615, 2 d; analog-sensitive cbk1-as2 kinase mutant strain;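 active = inhibition above a set limit, 3 SD over mean compound inhibition, cut at about 8.4% in these data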;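 also: 0% = DMSO-only wells with no growth and 100% = 10 µM 1-NA-PP1 full growth; inhibition rescues growth on 5-FOA so higher OD means more RAM inhibition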
Starred values were filed as active, the others as inactive; / = not tested or not shown. The order is random, and some 13% of all compounds hit somewhere here.

SMILES	bIAP inhibitor	TNAP act hiacc	FLuc stim CS	FLuc inhib CS	TNAP inh hi DEA	bIAP act	TNAP inh noacc	Lmaj promast	APP transl inh	RAM inhibit
Cn1cccc1Cc1nnc(SCC(=O)NCCc2ccccc2)n1C	-13	1	1.1	-5	-2	1.1	-7	0	-20	0.4
Cc1ccc(Nc2nc(-c3sc(NC(=O)c4ccccc4)nc3C)cs2)cc1	21	1	1	-4	-3	0.8	-4	16	-6	1.0
CCOC(=O)C1=NN(c2ccc(Cl)cc2)C(c2ccccc2)CC1=O (stereo not given)	-10	1	1.1	-5	1	1.1	-2	47	6	1.9
NC(=O)C1CCN(C(=O)CSc2nc3ccccc3o2)CC1	6	1	1.1	-9	-1	0.9	-2	-2	4	1.5
CC(C)(C)n1nc2c(c1NC(=O)Cc1cccc3ccccc13)CS(=O)(=O)C2	-11	1	1.1	-8	-4	1.1	-18	23	12	1.5
CCOc1ccc2ncc(S(=O)(=O)c3ccccc3)c(N3CCC4(CC3)OCCO4)c2c1	-16	1	1	-4	1	1.2	3	86*	5	1.9
CCCCOc1ccc(CNC(=O)NS(=O)(=O)c2ccc(OCC(C)C)cc2)cc1	0	1	1.1	-6	-2	1	6	-9	14	4.2
CC(=O)c1ccc(C(=O)N2CCc3c([nH]c4ccccc34)C2c2ccccn2)s1 (stereo not given)	-7	1	1	-3	-2	1.1	-3	25	-6	0.1
COc1ccccc1-n1cnc2cc(NS(=O)(=O)c3ccc(Br)cc3)ccc21	-19	1	1	-2	0	1.2	1	48	9	4.4
CCOC(=O)N1CCN(C2CC(=O)N(c3ccc(Cl)c(Cl)c3)C2=O)CC1 (stereo not given)	1	1	1	-4	1	1	-3	-8	24	3.0
Cc1ccc(SC(C)C(=O)NC(N)=O)c(C)c1 (stereo not given)	-16	1	1	-3	2	1.2	-3	-7	23	3.4
COc1ccc2c(c1[N+](=O)[O-])CCC/C2=N/OC(=O)c1cccc2ccccc12	-2	1	1	-5	0	1	-6	-4	-9	2.6
COc1ccc(NC(=O)COC(=O)CCCOc2ccc(Cl)cc2Cl)cc1	10	1	1	-4	4	0.9	3	-4	-3	5.7
N#CC(c1ccccc1)C1CCN(Cc2ccccc2)CC1 (stereo not given)	/	1.1	1.1	-10	-5	0.5	-20	88*	8	-0.3
CN1C(=S)SC(C)(C)C1(C)NO (stereo not given)	27	1	1	-5	-3	0.7	-12	0	-5	0.5
O=[N+]([O-])c1cc(Cl)cc(/C=N/Nc2nc3ccccc3s2)c1O	13	0.8	1	-1	18	0.9	3	-10	-22	1.9
Cc1nc2sc(C(c3ccccc3)N3CC(C)OC(C)C3)c(O)n2n1 (stereo not given)	4	1	1	-2	0	1	-4	-2	-1	1.2
COc1ccc(CCN2CCCn3c2nc2c3c(=O)n(Cc3ccccc3F)c(=O)n2C)cc1OC	4	1	1	2	0	1	-3	6	-1	2.8
CCOc1ccc(S(=O)(=O)N2Cc3ccccc3CC2C(=O)NCCCn2ccnc2)cc1 (stereo not given)	-42	1.1	1.1	-6	-6	1.4	-13	98*	4	1.9
CN(C)CCCCNCCCNC(=O)/C=N\O	4	1	1	-3	-2	1	-20	-3	-2	-0.3
Cc1ccc(NC(=O)C(OC(=O)c2ccccc2Cl)c2ccccc2)cc1Cl (stereo not given)	1	1	1.1	-9	-2	1	-5	3	15	8.9*
COc1cccc(N2CCN(CC(=O)c3c[nH]c4ccc(OC)cc34)CC2C)c1 (stereo not given)	-2	1	1	-2	-3	1	-6	73*	-17	0.4
O=C(CCl)N1c2ccccc2OCC1c1ccccc1 (stereo not given)	37	1	1	-2	-3	0.6	-18	57*	13	0.5
Cc1ccc(S(=O)(=O)N2CCN(C(=O)c3ccc(OCc4c(C)noc4C)cc3)CC2)cc1	-3	1.1	1.1	-7	-7	1	-15	21	1	1.6
Cc1cc(-c2nc3ccccc3[nH]2)ccc1N	-6	1	0.3	72*	-1	1.1	7	4	-107	-0.9

Entries listed above that bear a hit mark in FLuc inhib CS:
Molecule | bIAP inhibitor | TNAP act hiacc | FLuc stim CS | FLuc inhib CS | TNAP inh hi DEA | bIAP act | TNAP inh noacc | APP transl inh | RAM inhibit
Cc1cc(-c2nc3ccccc3[nH]2)ccc1N | -6 | 1 | 0.3 | 72* | -1 | 1.1 | 7 | -107 | -0.9

New compounds follow
SMILES	bIAP inhibitor	TNAP act hiacc	FLuc stim CS	FLuc inhib CS	TNAP inh hi DEA	bIAP act	TNAP inh noacc	Lmaj promast	APP transl inh	RAM inhibit
CC1(C)CN(c2ccc(F)cc2)C1=O	-5	1.1	1.1	-11	-6	1.1	-3	-5	10	0.4
COc1cc(/C=N/N=C2/NC(=O)C(CC(=O)O)S2)ccc1OCc1cccc(Cl)c1 (stereo not given)	5	1.1	1	0	-6	1	-10	-4	-11	1.6
CCOc1ccc(N2C(=O)Nc3ccccc3C2(O)C(=O)NCc2ccccc2)cc1 (stereo not given)	5	1	1	-2	-1	1	-11	-10	3	0.4
CS(=O)(=O)N1CCC(C(=O)N2CCN(Cc3ccccc3)CC2)CC1	9	1	1	-2	-2	0.9	-7	2	-17	0.5
O=C(NCCc1c[nH]c2ccccc12)[C@@H]1C[C@H]1[C@@H](NP(=O)(c1ccccc1)c1ccccc1)c1ccccc1	34	1.1	1	-3	-12	0.7	-28	4	-2	4.5
Cn1cccc1Cc1nnc(SCC(=O)NCc2ccc(F)cc2)n1-c1ccc(F)cc1	-1	1	1	-1	1	1	-8	/	/	/
Cc1ccc(S(=O)(=O)Nc2ccc(S(=O)(=O)NC(C)(C)C)cc2)cc1	7	1	1.1	-6	-2	0.9	-12	7	3	0.9
CCOc1cc(OCC)nc(S(C)(=O)=O)n1	-22	1	1.1	-5	-2	1.2	-6	8	4	1.3
Cc1nc(NC(C)c2ccccc2)c2c3c(sc2n1)CCC3 (stereo not given)	16	1.1	1.1	-9	-9	0.8	-16	38	-3	1.6
COc1cc(NC(=O)c2ccccc2)cc(OC)c1	4	1	0.7	25	-3	1	-10	-7	-91	-1.5
CC(CS(=O)(=O)c1cccc2cccnc12)N1CCCCC1 (stereo not given)	5	1	1	-3	1	0.9	-6	-7	-13	2.4
CCC(C)(C)NCC(=O)Nc1ccc(OC(F)(F)F)cc1	2	1.1	1	1	-7	1	-10	4	12	0.1
CCN(CC)c1ccc(NC(=O)COC(=O)COc2ccccc2[N+](=O)[O-])cc1	-7	1	1	-1	3	1.1	-9	-6	-14	1.5
Cc1cccc(C)c1N=Cc1c(O)n(-c2nccs2)c(=O)c2ccccc12	16	1	1	-4	2	0.8	-1	10	19	2.4
Cc1cccc(C(=O)Oc2csc(=S)n2C(=O)c2cccc(C)c2)c1	-5	0.9	1	2	10	1.1	-4	-6	-1	-0.6
O=C(OCn1nnc2ccccc2c1=O)C1COc2ccccc2O1 (stereo not given)	10	1	1	-4	2	0.9	-8	2	-2	2.7
O=c1c2c(nc3cc(-c4cccc(Cl)c4)[nH]n13)CCC2	-3	1	0.5	47	-4	1	-9	3	-143	3.5
Cn1cc(Br)c(C(=O)N/N=C/c2cccc(OC3CSC3)c2)n1	11	1	0.7	28	1	0.9	-2	5	2	1.6
COc1ccc(NC(=O)c2ccc(COCC(F)(F)C(F)F)cc2)cc1OC	14	1.1	1	5	-7	0.9	-20	-4	-19	6.5
Cc1ccccc1CN1CCN(CC(=O)NCc2ccccc2)C1=O	2	1	0.9	6	2	1	-7	-5	-17	1.6
Cc1ccc(Cn2c(C(=O)NCCCN3CCOCC3)cc3sccc32)cc1	-10	1.1	1	-4	-6	1.1	-8	87*	21	1.9
CS(=O)(=O)N(CC(=O)NCc1ccccc1Cl)C1CCCCC1	-6	1	1	-1	0	1.1	-6	5	3	1.7
COc1ccc(/C=C/C(=O)NC(=S)NNC(=O)c2cccs2)cc1	-21	1	0.9	5	-4	1.2	-82	0	8	5.5
Cc1ccn(CC(=O)N2CCCC(C(=O)c3cccc4ccccc34)C2)n1 (stereo not given)	-6	1	1	-4	-1	1.1	-6	2	3	3.7
O=c1c2cccc3c2c(nn1CN1CCOCC1)-c1ccccc1-3	13	1.1	1	-4	-7	0.9	2	23	11	0.7
SMILES	bIAP inhibitor	TNAP act hiacc	FLuc stim CS	FLuc inhib CS	TNAP inh hi DEA	bIAP act	TNAP inh noacc	Lmaj promast	APP transl inh	RAM inhibit
O=C(Cn1cnc2ccccc2c1=O)c1cccs1	11	1	1	1	-3	0.9	-18	-3	3	-0.7
O=C(O)CC(c1cccc(C(F)(F)F)c1)N1CCS(=O)(=O)CC1 (stereo not given)	7	1	1	-2	-5	0.9	-8	2	-16	3.7
COCCCNC(=S)Nc1ccccc1[N+](=O)[O-]	-4	1	1	-4	-4	1	-4	-2	-12	2.3
Cc1ccc(C(=O)CC(C(=O)O)n2cnc([N+](=O)[O-])n2)cc1 (stereo not given)	7	1	1	-1	-5	0.9	-9	0	-2	2.2
O=C(Cn1ccccc1=O)c1ccc(Cl)cc1	3	1.1	1.1	-6	-7	1	-9	-8	-9	0.1
Cc1ccc(C)c(Cn2c(=O)n(CCCC(=O)NCc3ccco3)c(=O)c3ccccc32)c1	10	1.1	1	-4	-6	0.9	-10	-3	-3	4.3
COc1ccc(C(=O)Nc2nncs2)c(OC)c1	8	1	0.6	40	-2	0.9	-7	-2	-32	2.5
Cc1cccc(NC(=O)c2oc(=O)c3ccccc3c2-c2ccccc2)c1C	-1	1	1	2	-2	1	-6	80*	-10	2.1
Cc1ccc(-n2c(C)cc(C(=O)CSc3nnnn3C)c2C)cc1	-6	1	0.8	20	-2	1.1	-8	23	-168	-0.7
O=C(COC(=O)c1ncc(Cl)c(Cl)c1Cl)NC(=O)NCc1ccccc1	8	1	1	-4	-3	0.9	-14	8	-22	6.4
CC1CN(Cc2nc3c(c(=O)[nH]c(=O)n3C)n2CC(N)=O)CC(C)O1 (stereo not given)	6	1.1	1.1	-6	-6	0.9	-12	-7	-4	0.7
c1ccc(-c2cc3c(N4CCN(c5ncccn5)CC4)ncnc3s2)cc1	6	1	1	-3	-2	0.9	-11	-1	-14	2.9
NC(=O)c1oc2ccccc2c1NC(=O)c1ccco1	15	1	1	-3	-1	0.8	-4	-12	-30	1.5

Only FLuc stim CS, for some of the entries so far:
structure | FLuc stim CS
CC1CN(Cc2nc3c(c(=O)[nH]c(=O)n3C)n2CC(N)=O)CC(C)O1 (stereo not given) | 1.1
COCCCNC(=S)Nc1ccccc1[N+](=O)[O-] | 1
